# DRD3 antagonist: qHTS of D3 Dopamine Receptor Antagonist: qHTS. D(3) dopamine receptor (Homo sapiens), P35462. D3R cells, DiscoveRx beta-arrestin luminescence, antagonist mode; active compounds read low. max response, negative = inhibition, %. AID 652054, 2013. 2.5% of 360,000 active; in the data active = max response below about -50%; inconclusive = no clear call, values can overlap the other calls; note: % is set by controls: 0 for no effect and ±100 for the full control effect; mostly tested at two doses, the higher about 12 µM
# Target sequence (P35462 whole entry, looked up): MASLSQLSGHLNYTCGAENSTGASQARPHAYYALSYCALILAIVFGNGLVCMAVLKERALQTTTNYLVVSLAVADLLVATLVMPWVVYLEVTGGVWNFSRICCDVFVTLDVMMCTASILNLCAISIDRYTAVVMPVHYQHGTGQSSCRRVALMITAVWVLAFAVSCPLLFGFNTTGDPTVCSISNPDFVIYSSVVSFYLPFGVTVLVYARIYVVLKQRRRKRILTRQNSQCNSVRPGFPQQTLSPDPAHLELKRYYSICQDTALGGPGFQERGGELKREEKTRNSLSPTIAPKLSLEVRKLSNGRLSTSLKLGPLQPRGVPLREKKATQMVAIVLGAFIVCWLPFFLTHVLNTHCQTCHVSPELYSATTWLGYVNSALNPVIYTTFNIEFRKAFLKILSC
#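 Cells plated overnight at 1500 cells/well, then exposed to library compounds with dopamine controls for 90 minutes at 37 degrees C. DiscoveRx reagent added for 30–60 minutes at room temperature; luminescence read, quantitative HTS format.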
# DRD3 agonist: qHTS of D3 Dopamine Receptor Agonist: qHTS. AID 652048, 2013. max activation, %. D(3) dopamine receptor (Homo sapiens), P35462. 0.58% of 410,000 active. D3R DiscoveRx beta-arrestin cells, luminescence, 90 min; in the data active = max activation above about 30%; note: 0% is about no effect; mostly tested at two doses, the higher about 12 µM
#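 Agonist-mode cell screen: cells plated at 1500/well and incubated overnight at 37 °C, then exposed to library compounds for 90 min at 37 °C. Detection reagent was added for 30–60 min at room temperature, and luminescence was read.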
# HT1080NT lethal: qHTS for induction of synthetic lethality in tumor cells producing 2HG: qHTS for the HT-1080-NT fibrosarcoma cell line; 1.6% of 360,000 active; AID 686970, 2013; Potency, µM (titrated, usually from 46.1 µM), inactives show at the highest dose activity, negative = less viability, hits mostly cytotoxic; HT-1080-NT fibrosarcoma viability, CellTiter-Glo ATP luminescence, 48 h;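 note: NT is the 2HG producing partner of a matched IDH1 knockdown line; potency is the fitted concentration of half-maximal effect; 0% = DMSO-treated cells and -100% = media-only wells without cells; nearly all actives have a fitted effect of over 55% in size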
#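 HT-1080-NT fibrosarcoma cells (2HG-overproducing), 750 cells/well in RPMI with 5% FBS, dosed after 2 h and incubated 48 h at 37C. CellTiter-Glo luminescence normalized to DMSO and no-cell wells; concentration-response curves fitted and classed.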
# HT1080 IDH1KD tx: qHTS for induction of synthetic lethality in tumor cells producing 2HG: qHTS for the HT-1080-IDH1KD cell line | Potency, µM (titrated, usually from 46.1 µM), without a hit: top-dose activity, negative = toxicity, usual class: cytotoxic | AID 686971, 2013 | HT-1080 IDH1 knockdown viability, ATP luminescence, 48 h | 2% of 360,000 active;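 note: potency is the fitted concentration of half-maximal effect; 0% = DMSO wells and -100% = cell-free medium wells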
#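 Viability of IDH1-knockdown HT-1080 fibrosarcoma cells was assessed by CellTiter-Glo after 48 h at 37 °C with titrated compound; concentration-effect curves were classified by fit quality and response size.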
# KB-3-1 tox: qHTS assay for MDR1-selective chemotherapeutics: Primary screen using the parental adenocarcinoma cell KB-3-1 | 1.4% of 400,000 active | AID 1347075, 2019 | KB-3-1 viability, CellTiter-Glo ATP luminescence, 72 h | Potency, µM (series often up to 46.1 µM), for the others: top-dose activity change, negative = cytotoxic, hits mostly cytotoxic; note: potency is the fitted concentration of half-maximal effect; % is set by controls: 0 for no effect and ±100 for the full control effect; nearly all actives have a fitted effect of over 60% in size
#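 72 h, 37 °C compound treatment of KB-3-1 parental cells; CellTiter-Glo added, 10 min, luminescence read. Data corrected against DMSO-only plates and normalized before curve fitting.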
# GLP1R ag: qHTS of GLP-1 Receptor Agonists | Glucagon-like peptide 1 receptor (Homo sapiens), P43220 | HEK293 GLP-1R CRE-luciferase, luminescence, 4-6 h; cells express a hypersensitive GLP-1R form | Potency, µM (highest dose often 45.6 µM), for the others: at the highest dose activation, usual class: activators | 0.007% of 380,000 active | AID 624172, 2012; note: potency is the fitted concentration of half-maximal effect; % of control where 0% means no effect
# Target sequence (P43220 whole entry, looked up): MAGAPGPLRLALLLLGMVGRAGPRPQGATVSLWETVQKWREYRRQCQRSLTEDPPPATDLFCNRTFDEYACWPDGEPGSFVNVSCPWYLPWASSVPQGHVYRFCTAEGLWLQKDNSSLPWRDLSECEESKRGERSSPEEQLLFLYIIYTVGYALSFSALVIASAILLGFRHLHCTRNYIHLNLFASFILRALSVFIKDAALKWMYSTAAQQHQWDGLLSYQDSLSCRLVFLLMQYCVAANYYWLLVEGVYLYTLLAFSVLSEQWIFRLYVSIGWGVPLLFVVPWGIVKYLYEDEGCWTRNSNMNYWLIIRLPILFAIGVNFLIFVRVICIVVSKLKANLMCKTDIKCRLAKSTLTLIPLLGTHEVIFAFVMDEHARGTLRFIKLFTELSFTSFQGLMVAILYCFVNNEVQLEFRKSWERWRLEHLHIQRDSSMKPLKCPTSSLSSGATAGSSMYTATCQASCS
# KB-V1 MDR tox: qHTS assay for MDR1-selective chemotherapeutics: Primary screen using the drug-selected MDR subline cells KB-V1 | AID 1347076, 2019 | Potency, µM (doses to about 46.1 µM), without a hit: top-dose activity change, negative = cytotoxicity, actives largely listed as cytotoxic | 3.4% of 400,000 active | KB-V1 MDR cells viability, CellTiter-Glo, 72 h; note: potency is the fitted concentration of half-maximal effect; % is set by controls: 0 for no effect and ±100 for the full control effect; nearly all actives have a fitted effect of over 60% in size
#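 Drug-selected KB-V1 cells, grown in DMEM lacking phenol red with 10% FBS, receive compound titrations; after three days at 37 degrees C, surviving cell ATP is quantified by CellTiter-Glo luminescence and responses normalized and curve-fitted.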
# IL1B secr inh: qHTS for Inhibitors of Inflammasome Signaling: IL-1-beta AlphaLISA Primary Screen; THP-1 LPS/ATP IL-1B secretion, AlphaLISA, 16 h; active compounds read low; activity change, % at 57.5 µM; AID 743279, 2014; 4.7% of 360,000 active; in the data active = activity change below about -50%; inconclusive = mostly about -30% to -49%; note: % is set by controls: 0 for no effect and ±100 for the full control effect
#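 THP-1 cells pretreated 1 hr with compounds (up to 57.5 uM final), then stimulated with LPS (250 ng/mL final) plus ATP (1.25 mM final); secreted IL-1B measured by AlphaLISA after 16 hr, decreased signal indicating inhibition.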
# SW480 rereplic: A quantitative high throughput screen for small molecules that induce DNA re-replication in SW480 colon adenocarcinoma cells; SW480 DNA re-replication, Hoechst DNA content imaging, 48 h; Potency, µM (highest dose often 46.1 µM), inactives show at the highest dose re-replication activation, usual class: activators; 1.8% of 340,000 active; note: potency is the fitted concentration of half-maximal effect; % of control where 0% means no effect; nearly all actives have a fitted effect of over 55% in size
#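 Hoechst fluorescence of nuclei (405 nm excitation, 500-530 nm emission) measured by plate-scanning imager after 48 hr compound exposure at 37 C; re-replication scored as increased number of nuclei with elevated intensity.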
# The depositor's hits bear a star; ? = inconclusive; . = no result given; [ ] = dose if it differs, or a comment. Unless noted, calls come from the whole dose curve; as a rule, active = well fitted curve in the direction sought with a large enough effect; inconclusive = small, poorly fitted or top-dose-only effect, or another doubt; inactive = no such curve, though single readings can be large; an effect the other way counts as inactive or inconclusive.
SMILES,DRD3 antagonist,DRD3 agonist,HT1080NT lethal,HT1080 IDH1KD tx,KB-3-1 tox,GLP1R ag,KB-V1 MDR tox,IL1B secr inh,SW480 rereplic
COCCCN1C(=O)C(=O)/C(=C(/O)c2ccc(OCC(C)C)cc2C)C1c1cccnc1 (stereo not given),6.5,9.2,3.8%,3.6%,13.4%,-0.9%,8.3%,16.9,-0.2%
CC(C)(CNC(=O)c1ccc(-c2ccccc2Cl)o1)N1CCOCC1,6.5,-0.4,1.4%,-10.4%,-5.4%,3.5%,-17.7%,-55.6*,-2.9%
CCOCCCNC(=O)C1CCN(S(=O)(=O)c2cc(Br)cc3c2N(C(=O)CC)CC3)CC1,2.7,2.9,0.0%,0.8%,-9.4%,20.6%,0.8%,-9.9,-5.7%
CN(CC(=O)Nc1cc(S(=O)(=O)N2CCOCC2)ccc1Cl)C1CCS(=O)(=O)C1 (stereo not given),16.8,2.8,-12.9%,-3.0%,-11.1%,3.5%,1.7%,1.6,4.6%
CN1C(=O)C2(c3ccccc31)c1c(oc3ccccc3c1=O)C(=O)N2CCO (stereo not given),-7.7,-9.3,2.0%,3.3%,0.0%,-1.4%,21.2%,25.2,-2.4%
COCOCCn1cc(CN2CCS(=O)(=O)N(Cc3ccc(-c4ccc(OC)cc4)cc3)C(CC(C)C)C2=O)nn1 (stereo not given),10.8,2.2,?,?,?,-3.6%,?,-56.9*,.
COCc1cc(=O)[nH]c(Cc2c(Cl)cccc2Cl)n1,-2.6,0.5,10.0%,3.9%,14.8%,7.6%,14.4%,18.0,-14.8%
O=c1c2sccc2n(Cc2cc(=O)n3ccccc3n2)c(=O)n1-c1ccccc1,-27.2,-9.3,10.2%,1.4%,3.5%,1.8%,?,2.4,-5.9%
Cc1ccc(C(C(=O)NC2CCCC2)N(C(=O)Cc2cccs2)c2ccc(C)c(C)c2)o1 (stereo not given),14.3,2.6,0.0%,?,-6.4%,2.7%,20.6µM*,-74.0*,?
N#Cc1nc(-c2ccccc2F)oc1NCc1cccc2c1OCO2,?,-10.4,-3.8%,-13.8%,-9.0%,?,-4.1%,16.3,3.0%
Cc1ccc(C)c(NC(=O)NNS(=O)(=O)c2ccc(C)c(C)c2)c1,-17.8,-8.1,-2.6%,-2.7%,11.3%,9.5%,-3.6%,15.0,1.9%
Cc1ccc(S(=O)(=O)c2cc3ccccc3nc2N)cc1,1.6,4.7,-6.5%,-1.3%,-1.7%,7.6%,?,22.4,1.8%
O=S(=O)(Nc1cccc(S(=O)(=O)N2CCOCC2)c1)c1ccc2c(c1)OCCO2,-10.0,-0.5,7.2%,1.7%,3.8%,6.0%,-4.4%,5.2,-104.5%[inhibitor]
CCC(C)(C)NC(=O)CN(Cc1cccs1)C(=O)C(=O)Nc1ccc2c(c1)OCCO2,7.8,4.6,-3.0%,-8.9%,-4.6%,17.9%,-18.3%,-9.9,?
CCc1ccc(NC(=O)[C@H](C)NC(=O)C2CCN(C(=O)[C@@H](NC(=O)OC(C)(C)C)C(C)C)CC2)cc1,-1.5,-3.5,-3.9%,0.3%,11.8%,-1.9%,-4.9%,-5.9,-1.4%
COc1ccc(CC(=O)NCC2(N3CCCCC3)CCCCC2)cc1,-12.4,-2.1,-2.9%,-0.6%,-3.4%,-4.0%,-29.3%,-28.5,23.1µM*
N#Cc1ccc(C(=O)NC2=NCCS2)cc1,33.1,-2.5,7.8%,2.8%,-3.5%,6.6%,10.0%,7.6,-20.9%
COc1ccccc1-n1c(C)nnc1SCC(=O)Nc1cccc(C(C)=O)c1,?,-3.5,-1.8%,-6.7%,24.1%,4.4%,-17.0%,1.4,-0.2%
COc1ccccc1C(=O)NNC(=O)c1cccc(C)c1,2.1,-5.9,-1.8%,-15.1%,-1.8%,1.6%,0.0%,6.8,5.5%
COc1cccc(NC(=O)CCC(=O)Nc2ccc3nc(N4CCOCC4)cc(C)c3c2)c1,16.2,6.4,7.3%,0.6%,4.3%,16.1%,-0.5%,-3.1,?
N#Cc1cc2c(nc1SCC(=O)NCc1ccc3c(c1)OCO3)CCCCC2,-4.1,-4.0,4.9%,-3.3%,-16.9%,-4.6%,13µM*,0.0,-0.6%
O=C(N/N=C/c1ccc(Sc2ccccn2)o1)c1cccc([N+](=O)[O-])c1,-16.5,0.3,1.4%,6.0%,-1.4%,-4.0%,14.9%,-9.9,-2.6%
CCOc1ccc(-c2cc(CCCC(=O)NCc3cccnc3)no2)cc1,5.9,2.1,-17.4%,-11.6%,-4.9%,8.3%,-13.1%,0.3,-6.9%
C[C@@H](NC(=O)c1nc[nH]c1C(=O)NCC(=O)OC(C)(C)C)c1ccccc1,17.7,28.7,15.8%,5.2%,-10.7%,7.0%,8.5%,-0.9,-6.4%
Cc1ccc2cc(CN(C(=O)c3ccco3)c3ccccc3)c(=O)[nH]c2c1,-17.0,-11.3,-1.4%,-0.7%,-20.0%,7.3%,-22.2%,-19.1,-0.6%

# The list continues:
SMILES,DRD3 antagonist,DRD3 agonist,HT1080NT lethal,HT1080 IDH1KD tx,KB-3-1 tox,GLP1R ag,KB-V1 MDR tox,IL1B secr inh,SW480 rereplic
O=C(O)c1ccc(COc2ccc3c(c2)CCC3)cc1,-12.2,4.3,-19.1%,-17.8%,1.6%,-1.6%,1.4%,31.3,-6.4%
Cn1cnc2cc(NS(=O)(=O)c3ccc(Br)cc3)ccc21,-11.6,1.7,11.8%,12.4%,8.8%,-0.2%,-9.1%,15.5,-1.4%
COc1ccc(-c2nc(CS(=O)CC(=O)NC3CCCCC3C)c(C)o2)cc1 (stereo not given),8.8,-2.8,-9.0%,0.0%,-4.1%,-0.7%,-18.4%,10.7,-7.0%
Cc1ccc(C(=O)C(C)N2C(=O)NC(C)(c3ccccc3)C2=O)cc1 (stereo not given),2.1,0.6,-0.6%,-2.8%,-5.8%,8.4%,?,-16.4,11.6%
COc1cc(NC(=O)CCc2nnc3ccc(N4CCN(C)CC4)nn23)cc(OC)c1,-3.8,-12.0,-5.4%,0.2%,6.6%,-3.9%,7.6%,-16.6,24.2%
Oc1ccc(C[C@H]2CN([C@@H](Cc3ccccc3)CN3CCCC3CN3C(=S)NC[C@@H]3Cc3ccccc3)C(=S)N2CCc2ccccc2)cc1 (stereo not given in full),5.2,0.4,-6.9%,6.4%,-9.9%,-2.3%,?,8.5,.
CC(C)CCNC(=O)C(=O)NC1CCCC1,-10.3,-1.0,19.1%,15.3%,21.4%,14.2%,22.6%,9.7,-12.5%
CCCCN(C(=O)CSCC(=O)Nc1ccc(OC)cc1)c1c(N)n(Cc2ccccc2)c(=O)[nH]c1=O,-1.8,-3.2,0.3%,10.6%,15.3%,-6.3%,6.9%,18.2,-6.0%
N#C/C(=C\c1cccs1)C(=O)NCc1cccnc1,8.2,4.9,-4.6%,-1.2%,11.6%,-3.2%,-2.6%,14.5,3.9%
CCCCC12CN3CCN(CC(C3)/C1=N\NC(=O)c1ccccc1N)C2,-15.2,3.9,10.0%,5.8%,1.0%,5.6%,0.0%,11.1,-5.4%
CCn1c(=S)sc2c(=O)[nH]c(C)nc21,1.6,8.1,-7.7%,1.8%,4.7%,2.0%,0.0%,30.7,-12.4%
CCNC(=O)CSc1nc2cc(S(=O)(=O)Nc3ccc(OC)cc3)ccc2o1,5.1,2.6,-12.0%,-13.7%,1.8%,-2.2%,0.0%,20.1,-11.2%
CCOC(=O)c1cnc2ccc(OC)cc2c1NCCN1CCOCC1,-4.9,0.2,0.2%,1.6%,-10.5%,17.2%,-2.6%,-17.0,-0.2%
Cc1nc2ccc3nc(NC(=O)c4ccc(S(=O)(=O)N5CCOCC5)cc4)sc3c2s1,12.5,0.7,6.2%,2.0%,4.0%,-10.8%,?,38.4,7.3%
C=CCOc1ccccc1CNCCc1ccc(S(N)(=O)=O)cc1,0.0,-23.0,2.8%,-5.6%,-0.2%,3.3%,2.2%,-12.2,1.8%
CCC(=O)Oc1c(S(=O)(=O)c2ccc(C)cc2)c(C)nn1C(C)(C)C,10.7,-14.1,?,-4.6%[9.24 µM],5.9%,-10.2%,-8.4%,24.1,-2.7%
Cc1ccc(OCC(=O)Nc2sc3c(c2C#N)CCC3)cc1,9.9,4.2,2.4%,5.0%,-13.4%,3.4%,-14.4%,?,3.2%
CNC(=O)C1Cc2c(-c3ccccc3Oc3ccccc3)ccnc2O1 (stereo not given),-7.8,-6.0,-5.5%,-0.2%,0.0%,1.0%,3.2%,-5.6,.
O=C(Nc1ccccc1N1CCOCC1)c1cccc(S(=O)(=O)N2CCOCC2)c1,3.8,1.7,5.3%,1.8%,4.8%,16.8%,8.8%,-11.4,-30.8%[inhibitor]
CCOC(=O)N1CCN(C(=O)c2ccccc2CCc2ccccc2)CC1,-0.5,6.3,-2.0%,0.8%,-3.1%,12.7%,-29.8%,-7.6,-1.1%
COC(=O)c1nc2ccccn2c1F,0.0,16.7,3.6%,7.2%,20.0%,2.0%,?,3.9,?
Cc1ccc(Cn2c(C3CCCN3c3nc(-c4cc(Cl)c(N)c(Cl)c4)cs3)nc3cc(Cl)c(Cl)cc32)cc1 (stereo not given),-26.2,6.4,-11.4%,1.1%,?,-5.5%,1.3%,19.9,5.0%

# Assay outcomes deposited in PubChem by National Center for Advancing Translational Sciences (NCATS).

# Rows were taken by chance, and some 12% of all compounds hit somewhere here.
